# Screening data (PubChem)
# Rv3671c protease = inhibitors of M. tuberculosis serine protease Rv3671c; inhibition, % at 5.96 µM; 320,000 tested, 0.048% active; AID 2606; P9WHR9; in the data active means inhibition above about 38%;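 further: extracellular domain of Rv3671c used as enzyme; 0% = enzyme with DMSO and 100% = no enzyme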
# Target sequence (P9WHR9 whole entry, looked up, the tested form may be a part): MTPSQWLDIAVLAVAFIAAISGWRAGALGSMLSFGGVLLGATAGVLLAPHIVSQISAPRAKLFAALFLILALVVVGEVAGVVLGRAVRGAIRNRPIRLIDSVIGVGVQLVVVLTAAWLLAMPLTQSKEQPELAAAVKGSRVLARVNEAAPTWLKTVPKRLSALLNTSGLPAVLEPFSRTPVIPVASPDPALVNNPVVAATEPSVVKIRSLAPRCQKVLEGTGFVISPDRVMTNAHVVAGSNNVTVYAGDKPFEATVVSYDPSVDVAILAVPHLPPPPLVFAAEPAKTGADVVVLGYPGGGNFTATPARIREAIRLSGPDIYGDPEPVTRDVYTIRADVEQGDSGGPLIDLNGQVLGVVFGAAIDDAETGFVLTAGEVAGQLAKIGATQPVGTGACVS
# GDH-TPI counter = counter-screen for M. tuberculosis FBA inhibitors: GDH-TPI coupled enzymes; inhibition, % at 4.8 µM; 360,000 tested, 1.2% active; AID 588335; GDH-TPI coupled enzyme counterscreen, NADH absorbance; in the data active means inhibition above about 30%;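 further: 0% = DMSO wells and 100% = wells lacking the enzyme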
# Mtb FBA inh = inhibits M. tuberculosis FBA enzyme; P9WQA3; purified M. tuberculosis FBA, fluorescence read-out; inhibition, % at 1 µM; 360,000 tested, 2.3% active; AID 588726; in the data active means inhibition above about 27%;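 further: 0% = vehicle and 100% = reference inhibitor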
# BioA inh = blocks M. tuberculosis BioA enzyme activity; inhibition, % at 9.99 µM; purified M. tuberculosis BioA enzyme, plate reader; 360,000 tested, 0.096% active; in the data active means inhibition above about 40%
# 3CLpro inhibitor = SARS-CoV 3CLpro protease inhibition | inhibition, % at 6 µM | AID 1706 | 290,000 tested, 0.14% active | P0C6X7 | recombinant SARS-CoV 3CLpro, quenched FRET peptide cleavage; in the data active means inhibition above about 12%
# VHR inh abs = blocks human VHR1 dual specificity phosphatase | inhibition, % at 13.3 µM | 290,000 tested, 0.52% active | recombinant VHR phosphatase, pNPP absorbance; in the data active means inhibition above about 50%; further: some compounds called inactive have numbers as strong as hits
# Mtb UGM inh = inhibitors of M. tuberculosis UDP-galactopyranose mutase | P9WIQ1 | purified UGM, fluorescence polarization probe displacement | inhibition, % at 10 µM | 320,000 tested, 0.06% active; in the data active means inhibition above about 10%, passing the limit was not always enough
# Target sequence (P9WIQ1 whole entry, looked up): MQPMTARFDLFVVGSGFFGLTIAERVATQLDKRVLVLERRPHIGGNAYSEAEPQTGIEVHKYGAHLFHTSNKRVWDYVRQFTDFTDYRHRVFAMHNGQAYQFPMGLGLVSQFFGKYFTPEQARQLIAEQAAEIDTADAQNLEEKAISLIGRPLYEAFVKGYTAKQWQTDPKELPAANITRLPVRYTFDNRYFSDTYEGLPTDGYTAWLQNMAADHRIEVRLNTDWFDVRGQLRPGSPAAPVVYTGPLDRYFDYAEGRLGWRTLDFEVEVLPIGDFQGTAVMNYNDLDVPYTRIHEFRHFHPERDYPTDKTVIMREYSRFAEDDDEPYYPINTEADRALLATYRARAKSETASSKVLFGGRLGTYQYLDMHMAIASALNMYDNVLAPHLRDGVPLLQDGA
# MazEF act = MazEF (E. coli) toxin RNase activation; P0AE70; FAM/BHQ RNA-DNA oligo cleavage fluorescence, 5 h; activation, % at 20 µM; 350,000 tested, 0.32% active; AID 504720; in the data active means activation above about 50%
# Target sequence (P0AE70 whole entry, looked up): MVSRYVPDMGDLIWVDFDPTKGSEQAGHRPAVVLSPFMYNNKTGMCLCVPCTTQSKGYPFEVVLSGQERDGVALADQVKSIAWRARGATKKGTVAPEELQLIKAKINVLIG
# BH1578 lux ind = induces V. cholerae light production without autoinducers; 350,000 tested, 0.16% active; activation, % at 18.7 µM; V. cholerae BH1578 lux reporter, luminescence, 6 h; in the data active means activation mostly above about 9.7%, no sharp cut-off; further: not every result past the cut was called active; inactives centre near 0; reference of the scale not given here
# SSB-PriA inh = blocks PriA binding to SSB C-terminal tail; AlphaScreen SSBct-PriA binding, biotinylated peptide; inhibition, % at 33 µM; 430,000 tested, 0.6% active; in the data active means inhibition mostly above about 37%, no sharp cut-off; inactive means mostly below about 20%;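 further: plate controls were negative control peptide for no effect and reference peptide for full effect; strong numbers were not always called active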
# Starred values were filed as active, the others as inactive; i = inactive; / = not tested or not shown; & = joins results of further samples. This is a subset; the hit share may differ from the screen's.
# Screens in order – Rv3671c protease	GDH-TPI counter	Mtb FBA inh	BioA inh	3CLpro inhibitor	VHR inh abs	Mtb UGM inh	MazEF act	BH1578 lux ind	SSB-PriA inh
O=C(NCC(c1ccco1)N1CCc2ccccc21)c1cccc([N+](=O)[O-])c1 (centres undefined)
 : -1	0	-2	0.9	/	/	4.5	-2	-1.2	28
COCCCNCC(=O)c1c(N)n(Cc2ccccc2)c(=O)n(C)c1=O
 : -2	4	-1	1.9	5	26	-5.8	16	-0.2	-10
COc1ccc2c(COC(=O)c3cccc(S(=O)(=O)NCC(C)C)c3)cc(=O)oc2c1
 : -19	0	42*	-0.9	8	-11	-1.7	5	-6.9	4
CCOC(=O)C1=C(O)C(=O)N(Cc2ccc(C(C)(C)C)cc2)CC1
 : -6	1	0	/	-3	8	-0.8	2	i	-14
CSc1ccccc1OCc1cc(C(=O)N2CCNC(=O)C2)no1
 : 2	-4	-2	-1.3	-2	8	4.6	-5	-3.6	-11
CN(C)CCCN(C(=O)c1cccs1)c1nc2cc3c(cc2s1)OCO3
 : 8	-1	-1	/	3	18	-0.6	9	-0.2	0
CC(CN1C(C)CCCC1C)OC(=O)c1ccc(Cl)cc1Cl (centres undefined)
 : 9	3	0	/	6	29	-1.5	-8	-0.7	-2
COC(=O)CCN(C(=O)c1ccc([N+](=O)[O-])cc1)c1ccccn1
 : 8	7	5	/	-6	14	-2.4	4	-0.7	3&-14
CC(=O)Nc1ccc2nc(CN3CCC(CO)(CCc4ccccc4)CC3)ccc2c1
 : -5	-2	7	0.7	-2	-31	-2.0	0	-0.3	-2
O=C1c2sc3nc4c(c(=O)n3c2C(=O)N1c1ccccc1)CCC4
 : 7	15	1	-1.3	-1	-16	-0.9	2	i	-23
Cc1ccc(NC(=O)Cn2c(-c3ccc(F)cc3)cnc2SCC(=O)Nc2c(C)cccc2C)cc1
 : 5	3	-1	-1.7	4	21	3.4	-14	-0.3	-9
Cc1ccc(NC(=O)c2cc(-c3cccs3)nc3ccccc23)nc1
 : -14	11	27	/	2	2	-3.3	-6	-2.2	-6
Cc1ccc(NS(=O)(=O)c2cc(C(=O)N3CCCC3)ccc2C)cc1C
 : -2	-1	-5	-0.1	4	23	2.1	-7	-0.9	-7
Cc1ccc(-n2ncc(N(C)C)c(Cl)c2=O)cc1
 : -1	7	-3	/	-2	23	0.3	-12	0.2	-1
O=C(c1cccc(-c2ccco2)c1)N1CCCC(N2CCN(c3ccc(F)cc3)CC2)C1 (centres undefined)
 : 5	2	1	1.8	-3	-35	0.2	3	i	11
O=[N+]([O-])c1ccc(S(=O)(=O)Nc2ccc(S(=O)(=O)N3CCCC3)cc2)cc1
 : 2	-4	-2	3.2	-3	-9	0.8	24	-0.4	18
O=C(c1ccco1)N1N=C(c2ccc(Br)cc2)CC1c1ccco1 (centres undefined)
 : -1	8	1	-1.4	/	/	-0.4	5	i	0
CC[C@@]12C(=O)N(c3cccc(Br)c3)C(=O)N1[C@H](c1cccc(C)c1)[C@@H]1C(=O)N(Cc3ccccc3)C(=O)[C@@H]12
 : -5	2	0	-1.5	/	/	1.6	-1	i	-1
CSc1nnc(C(C)(C)C)c(=O)n1/N=C/c1ccccc1O
 : -12	5	1	/	-2	26	1.4	-7	2.1	/
C/C(=N\NC(=O)C1CCCC1)c1ccc(C(C)C)cc1
 : -12	-14	-1	-2.5	-3	24	0.8	3	i	/
CS(=O)(=O)N(CC(=O)NCc1cccnc1)Cc1ccc(Cl)cc1
 : 4	2	-1	0.4	3	-6	-4.9	1	i	5
Cc1nn(C)c(-c2n[nH]c(=S)n2Cc2ccco2)c1Cl
 : -9	2	18	0.9	6	7	-5.1	6	-0.3	2
Cc1ccccc1NC(=O)c1cc(S(=O)(=O)N2CCOCC2)ccc1F
 : -2	12	1	0.0	0	-2	1.7	0	-2.8	-9
CS(=O)(=O)c1ccc(Cl)c(NC(=O)C2CCN(S(=O)(=O)c3cccs3)CC2)c1
 : -1	-4	1	0.3	/	/	-1.0	-2	i	-11
COc1ccc(-c2noc(CNC(=O)c3ccc4c(c3)OCO4)n2)cc1OC
 : -4	0	0	-0.5	-4	4	-0.4	6	-0.5	5
O=C(c1ccc(Cl)cc1)N1CCC(=O)N(C(CO)Cc2ccccc2)CC1 (centres undefined)
 : -2	7	4	-1.4	/	/	-2.1	4	9.1	-7
COc1ccc(C(=O)NCCNc2nc3cc(C)c(C)cc3cc2C)cc1
 : -7	0	3	-0.1	-4	-2	-1.6	-13	-0.5	-1
COc1ccc(CN(CCC(c2ccc(F)cc2)C2CCOC(C)(C)C2)C(=O)c2ccco2)cc1 (centres undefined)
 : -3	7	-2	5.5	5	-5	-0.6	2	1.2	14
Cc1ccc(S(=O)(=O)NCCCC(=O)C=[N+]=[N-])cc1
 : -3	2	0	-0.2	3	14	-1.0	-2	-1.3	-2
CCN1C(=O)c2cccc3c(S(=O)(=O)N4CCC(C)CC4)ccc1c23
 : 0	-5	14	0.4	/	/	1.7	4	-8.0	-80
COc1cccc(NC(=O)COC(=O)c2c(F)cccc2F)c1
 : -4	1	-3	0.8	2	-2	-0.7	3	-0.2	-2
COc1cc(CNCCCN2CCOCC2)ccc1OCC(=O)Nc1cccc(C(F)(F)F)c1
 : 1	6	1	-1.3	-2	14	-1.5	11	-0.2	0
COC(=O)C(Cc1ccccc1)NC(=O)CNS(=O)(=O)c1ccc(Br)cc1 (centres undefined)
 : -8	-2	1	-0.7	5	17	0.6	6	-0.2	-14
Cc1cccc(NC(=O)CCN2C(=O)C3C4CCC(C4)C3C2=O)c1C (centres undefined)
 : -1	5	3	-0.4	-4	0	1.8	1	2.8	4
Cc1cc(C)c(CN2CCN(C(=O)Cn3cnc4c(OCc5ccccc5)ncnc43)CC2)c(C)c1
 : -7	5	3	-1.8	/	/	0.0	-4	-0.7	3
Cc1ccc(SCCC(=O)N2CCC(C(N)=O)CC2)cc1
 : 1	6	-2	0.5	0	20	-1.8	0	-0.4	-8
Cc1ccc(-n2c(C)cc(C(=O)CSc3n[nH]c(N)n3)c2C)cc1
 : -7	18	1	1.3	2	30	-1.7	3	-0.6	17
Cn1ncc2c(N3CCN(c4ccc(Cl)c(Cl)c4)CC3)ncnc21
 : 9	2	2	/	-8	9	-3.1	0	-0.2	6
N#Cc1cccc(NC(=O)CN2NS(=O)(=O)c3ccccc3C2=O)c1
 : 2	5	-7	-1.8	-4	12	1.4	-2	-0.4	-8
CC(C)[C@H](NC(=O)c1ccco1)C(=O)OCC(=O)Nc1ccc(F)cc1
 : 2	-4	5	/	0	18	-2.5	-1	-0.3	-16
N#CC1(NC(=O)CSc2nnc(Nc3ccccc3F)s2)CCCC1
 : 0	1	1	5.6	/	/	-0.5	7	i	-4
CCOC(=O)C1(C)C=C(Nc2ccc(OCC)cc2)C(=O)N1c1ccccc1 (centres undefined)
 : 0	-2	-2	1.7	3	21	-1.5	-2	-6.7	6
CCCCN1CC[C@H]2C=CC[C@@H](C(=O)Nc3nccs3)[C@H]2C1=O
 : -4	3	-4	-0.8	/	/	-0.7	-1	1.5	-15
Cc1cc2ccccc2n1CCNC(=O)c1ccc(S(=O)(=O)N2CCOCC2)cc1
 : 7	1	-4	-0.5	7	-1	0.9	-2	0.8	33
CC(Oc1cccc(F)c1)C(=O)Nc1ccc(N2CCOCC2)cc1 (centres undefined)
 : -7	-1	1	-0.1	/	/	-3.1	2	-0.5	-6
N#CC(c1ccccc1)c1ccc(C(=O)c2ccc(F)cc2)cc1 (centres undefined)
 : -9	15	-1	/	5	43	2.3	4	3.4	-48
O=C1CCCN1c1ccc(S(=O)(=O)O)cc1 (tested in a mixture with another compound)
 : 1	10	3	/	2	4	-0.5	2	-0.1	/
Cc1csc(NC(=O)c2cccc(S(=O)(=O)N3CCCCC3)c2)n1
 : 4	9	-6	1.9	-1	6	-0.9	-2	i	6
COc1ccc(C/C(C)=N/Nc2nc(C)cc(=O)[nH]2)cc1
 : 1	0	2	-0.1	-1	12	3.0	7	4.8	/
CC(C)n1c(SCC(=O)N2c3ccccc3Sc3ccccc32)nc2c1c(=O)n(C)c(=O)n2C
 : /	-1	3	-1.4	2	25	/	-2	0.9	-4

# Next part.
# Screens in order – Rv3671c protease	GDH-TPI counter	Mtb FBA inh	BioA inh	3CLpro inhibitor	VHR inh abs	Mtb UGM inh	MazEF act	BH1578 lux ind	SSB-PriA inh
CCc1ccc(NC(=O)CSc2nnc(SCC(=O)Nc3ccc(CC)cc3)n2N)cc1
 : -39	9	2	/	1	-10	-2.9	-34	i	-4
CCOC(=O)c1cnc(-c2ccccc2)nc1N1CC(C)OC(C)C1 (centres undefined)
 : 2	0	-2	/	4	32	1.8	2	i	-37
Cc1nn(-c2ccccc2)c(C)c1NC(=O)COC(=O)c1ccc(O)cc1O
 : /	4	0	-0.8	0	-2	-1.4	5	i	-22
C=CCNC(=O)c1cc(Cl)ccc1Cl
 : -5	5	4	-1.4	-1	-5	1.9	-4	i	-25
Cc1cc(=O)[nH]c(SCC(=O)NNC(=O)Cc2ccccc2)n1
 : 8	4	7	/	4	-14	0.4	3	i	-6
Fc1ccc(-n2c(-c3ccco3)n[nH]c2=S)cc1
 : /	-11	1	-1.4	-6	-2	0.3	1	-0.4	-4
O=C(COC(=O)c1cc(Br)ccc1O)NNC(=O)c1cccs1
 : -8	6	6	-1.3	/	/	-1.1	-4	i	-4
O=C(NCCCc1ccccc1)Nc1ccccc1
 : 0	7	-1	14	1	-2	-1.4	5	-0.2	-5
Cc1ccc(OCCCCN(C)Cc2ccccc2)c(Br)c1
 : 4	5	2	0.1	0	4	-0.1	0	i	-20
CN(C)Cc1n[nH]c(=O)c2ccccc12
 : -1	-6	-2	/	-3	17	-2.7	4	-0.2	-2

# An excerpt from above in order of SMILES length, highest first.
# Screens in order – Rv3671c protease	GDH-TPI counter	Mtb FBA inh	BioA inh	3CLpro inhibitor	VHR inh abs	Mtb UGM inh	MazEF act	BH1578 lux ind	SSB-PriA inh
Cc1nn(-c2ccccc2)c(C)c1NC(=O)COC(=O)c1ccc(O)cc1O
 : /	4	0	-0.8	0	-2	-1.4	5	i	-22
Cc1cc(=O)[nH]c(SCC(=O)NNC(=O)Cc2ccccc2)n1
 : 8	4	7	/	4	-14	0.4	3	i	-6
O=C(COC(=O)c1cc(Br)ccc1O)NNC(=O)c1cccs1
 : -8	6	6	-1.3	/	/	-1.1	-4	i	-4
Fc1ccc(-n2c(-c3ccco3)n[nH]c2=S)cc1
 : /	-11	1	-1.4	-6	-2	0.3	1	-0.4	-4
O=C(NCCCc1ccccc1)Nc1ccccc1
 : 0	7	-1	14	1	-2	-1.4	5	-0.2	-5

# Next section:
# Screens in order – Rv3671c protease	GDH-TPI counter	Mtb FBA inh	BioA inh	3CLpro inhibitor	VHR inh abs	Mtb UGM inh	MazEF act	BH1578 lux ind	SSB-PriA inh
CCN(Cc1ccccc1)Cc1ccc(OCc2ccccc2)cc1
 : -4	-4	2	-2.5	5	17	0.9	-1	-0.9	-95
Cc1c2cnn(CC(=O)N3CCC4(CC3)OCCO4)c(=O)c2c(C)n1Cc1ccc(F)cc1
 : 6	9	21	2.2	-1	18	-1.9	-7	i	-3
C[C@@H]1CCCCCCCCC(=O)OCCN(C(=O)OC(C)(C)C)[C@H](C)CCCCCCCCC(=O)OCCN(C(=O)OC(C)(C)C)[C@H](C)CCCCCCCCC(=O)OCCN(C(=O)OC(C)(C)C)[C@H](C)CCCCCCCCC(=O)OCCN1C(=O)OC(C)(C)C
 : 7	1	2	-0.3	/	/	-1.3	1	i	-4
CC(C)CCn1c(COc2ccccc2)nn(CCC#N)c1=S
 : -4	-3	-1	0.2	5	2	0.0	-3	i	-1
CCOC(=O)C1CCCN(c2c(NCCCN(C)c3ccccc3)c(=O)c2=O)C1 (centres undefined)
 : -5	0	3	0.7	0	0	2.4	-1	-0.2	3
FC(F)Sc1ccc(NC2=NCCCCC2)cc1
 : -2	-14	-2	-2.4	-5	2	2.4	10	i	2
O=C(O)c1ccccc1N=Nc1c(O)[nH]c(=O)[nH]c1=O
 : 5	9	-9	9.5	3	17	-1.0	3	i	-5
COc1ccc(C(=O)N/C(=C\c2cn(S(=O)(=O)N(C)C)c3ccccc23)C(=O)NCCN2CCOCC2)cc1
 : -10	18	-2	-0.5	-6	-15	-0.2	5	i	-2
